UDG counter = Primary qHTS assay for inhibitors of Activation Induced Cytidine Deaminase (AID): UDG Counterscreen signal; Uracil-DNA glycosylase; AID 1347430, 2020; 91,000 tested, 0.14% active; FRET deamination/UDG coupled assay, UDG read, 4 h; Potency, µM (titrated, usually from 115 µM), inactives show top-dose activity change, negative = inhibition, usual class: inhibitors; further: nearly all actives have a fitted effect of over 65% in size
AID inh = Primary qHTS assay for inhibitors of Activation Induced Cytidine Deaminase (AID): AID signal. Single-stranded DNA cytosine deaminase (Homo sapiens), Q9GZX7. AID deamination FRET fluorescence, UDG-coupled, 4 h. Potency, µM (highest dose often 115 µM), for inactives: top-dose activity change, negative = inhibition, hits mostly inhibitors. 91,000 tested, 0.32% active. AID 1347428, 2020; further: nearly all actives have a fitted effect of over 25% in size
Target sequence (Q9GZX7 whole entry, looked up): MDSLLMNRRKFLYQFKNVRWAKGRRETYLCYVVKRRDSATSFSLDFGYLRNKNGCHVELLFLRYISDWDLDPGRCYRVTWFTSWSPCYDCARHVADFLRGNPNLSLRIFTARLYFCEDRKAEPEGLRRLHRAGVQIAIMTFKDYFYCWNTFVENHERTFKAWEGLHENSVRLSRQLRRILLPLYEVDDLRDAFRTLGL
* hit, by the source's call; ? = inconclusive; [ ] = remark or other dose. The call rests on the fitted dose curve; in most records, active means well fitted curve in the direction sought with a large enough effect; inconclusive means small, poorly fitted or top-dose-only effect, or another doubt; inactive means no such curve, though single readings can be large; an effect the other way counts as inactive or inconclusive. On the % scale 0 is the no-effect control and ±100 the full control effect; potency means the concentration at half of the fitted maximal effect.

The opening 16 entries, to show the layout:
Each structure is followed by: UDG counter, AID inh
Cc1cc(Nc2cccc(Cl)c2)nc(NCc2ccccc2)n1
  3%, -14%
COc1ccc(NC(=O)CC(C)S(=O)(=O)c2cc3c(cc2C)NC(=O)CO3)cc1OC (stereo not drawn)
  -18%[57.5 µM], 13%
COc1cc2c(C(=O)N(C)c3cc(Cl)ccc3OC)cn(CC(C)C)c(=O)c2cc1OC
  -5%, -9%
COc1ccc(CNC(=O)Cc2c(C)c3ccc(OC)c(OC)c3oc2=O)c(OC)c1
  -4%, -3%
CCN(Cc1nc2ccccc2c(=O)[nH]1)C(=O)Cc1csc(-c2ccc(OC)cc2)n1
  -1%, 4%
CCCS(=O)(=O)CCSS(=O)(=O)O
  -6%, -6%
CC(C)CNC(=O)c1nn(Cc2ccccc2)c(=O)c2ccccc12
  5%, -4%
Nc1cccc2c1C(=O)NC2
  -2%, -3%
O=C(NC1CC1)c1ccc2ccccc2n1
  3%, 0%
COc1ccc(C(CNC(=O)c2ccc(Cl)s2)N2CCOCC2)cc1 (stereo not drawn)
  -7%, -3%
COc1ccc(CN(Cc2cc(=O)oc3cc(C)c(C)cc23)C2CC2)cc1
  -3%, -12%
Cc1nc(SCC(=O)Nc2ccc3ccccc3c2)oc1C
  -6%, -9%
CC(C)(C)c1ccc(OCC(=O)N2CCC(c3nc4ccccc4s3)CC2)cc1
  -13%[57.5 µM], 1%[57.5 µM]
COCc1cc(C)nc2sc3c(c12)NC(c1ccc(O)cc1)N(c1ccc(C)cc1)C3=O (stereo not drawn)
  -12%, -15%
CCCCCCCCOc1ccc(/C=C(/C#N)C(=O)NCc2ccccc2)cc1
  11%, 9%
CN(C)CCNC(=O)C1CCN(c2nc(Cl)nc3nc[nH]c23)CC1
  -23%, -8%

The list itself, previewed entries included:
Each structure is followed by: UDG counter, AID inh
Cc1cc(Nc2cccc(Cl)c2)nc(NCc2ccccc2)n1
  3%, -14%
COc1ccc(NC(=O)CC(C)S(=O)(=O)c2cc3c(cc2C)NC(=O)CO3)cc1OC (stereo not drawn)
  -18%[57.5 µM], 13%
COc1cc2c(C(=O)N(C)c3cc(Cl)ccc3OC)cn(CC(C)C)c(=O)c2cc1OC
  -5%, -9%
COc1ccc(CNC(=O)Cc2c(C)c3ccc(OC)c(OC)c3oc2=O)c(OC)c1
  -4%, -3%
CCN(Cc1nc2ccccc2c(=O)[nH]1)C(=O)Cc1csc(-c2ccc(OC)cc2)n1
  -1%, 4%
CCCS(=O)(=O)CCSS(=O)(=O)O
  -6%, -6%
CC(C)CNC(=O)c1nn(Cc2ccccc2)c(=O)c2ccccc12
  5%, -4%
Nc1cccc2c1C(=O)NC2
  -2%, -3%
O=C(NC1CC1)c1ccc2ccccc2n1
  3%, 0%
COc1ccc(C(CNC(=O)c2ccc(Cl)s2)N2CCOCC2)cc1 (stereo not drawn)
  -7%, -3%
COc1ccc(CN(Cc2cc(=O)oc3cc(C)c(C)cc23)C2CC2)cc1
  -3%, -12%
Cc1nc(SCC(=O)Nc2ccc3ccccc3c2)oc1C
  -6%, -9%
CC(C)(C)c1ccc(OCC(=O)N2CCC(c3nc4ccccc4s3)CC2)cc1
  -13%[57.5 µM], 1%[57.5 µM]
COCc1cc(C)nc2sc3c(c12)NC(c1ccc(O)cc1)N(c1ccc(C)cc1)C3=O (stereo not drawn)
  -12%, -15%
CCCCCCCCOc1ccc(/C=C(/C#N)C(=O)NCc2ccccc2)cc1
  11%, 9%
CN(C)CCNC(=O)C1CCN(c2nc(Cl)nc3nc[nH]c23)CC1
  -23%, -8%
Cc1ccc(C)c(CN2CCN(c3nc4c(c(=O)[nH]c(=O)n4C)n3Cc3ccccc3F)CC2)c1
  -3%, ?
Cc1ccccc1CSc1nc(-c2ccccc2)nc2c1Cc1c(CO)cnc(C)c1O2
  10%, -13%
COc1ccc(N2CCCCS2(=O)=O)cc1S(=O)(=O)N1CCC2(CC1)OCCO2
  4%, 4%
O=C(O)c1ccc(CSc2ccc(Cl)cc2Cl)cc1
  3%, -18%
Cn1nc(C(=O)OCC(=O)Nc2ccc(Cl)c(C(F)(F)F)c2)c2ccccc2c1=O
  5%, -8%
CN(C)CCNC1CCN(C)CC1
  -12%, 14%
O=C(CCSCCc1ccccn1)Nc1ccc(Cl)cc1
  2%, 6%
CCC1CC(=O)NC(SC)=C1C#N (stereo not drawn)
  4%, -3%
CCc1ccc(CNC(=O)CCc2c(C)nn(-c3ccc(N4CCCC4)nn3)c2C)cc1
  0%[57.5 µM], 6%
CC(=O)OC(COc1ccccc1)Cn1cnc2cc(C)c(C)cc21 (stereo not drawn)
  0%, -2%
O=C(c1ccccc1)C1CCN(C(=O)/C=C/c2ccccc2F)CC1
  3%, -15%
COc1ccccc1Nc1nn2c(=O)c3ccc(C(=O)NC4CCC(C)CC4)cc3nc2s1 (stereo not drawn)
  5%, 26%
COc1ccc(C2CC(=O)Oc3c2c(=O)n(C)c2ccccc32)c(OC)c1OC (stereo not drawn)
  38%[activator], 14%
CCc1ccccc1NC(=O)Cn1c(=O)n(Cc2ccco2)c(=O)c2ccccc21
  -16%, -4%
Cc1cc(NC(=O)C(C)Sc2nnc3c(Cl)cc(Cl)cn23)on1 (stereo not drawn)
  -1%, 1%
CC(C)NC(=O)CC1(C(=O)NCc2ccc(F)cc2)CCCC1
  2%, 1%
Cc1ccc(OCC(=O)Nc2ccc3nc(SCC(=O)N4CCOCC4)sc3c2)cc1C
  -5%[57.5 µM], 5%
Cc1ccccc1-c1nc2cc(NC(=O)c3ccc4c(c3)OCCO4)ccc2o1
  0%, -13%
Nc1cc(=O)[nH]c(SCc2c(Cl)cccc2Cl)n1
  3%, -2%
CC(NC(=O)c1nccnc1N)c1cccs1 (stereo not drawn)
  -5%, 5%
COc1cc(C2SCCS2)ccc1OC(=O)c1ccc2ncsc2c1
  -1%, -7%
CCS(=O)(=O)c1ccccc1C(=O)N1CCN(c2nc3ccccc3s2)CC1
  -8%, ?
O=S1(=O)CCN(Cc2ccccc2)c2c(F)nc(N3CCOCC3)c(F)c21
  0%, -1%
CCc1ccc(N2C(=O)CS(=O)(=O)C23C(=O)N(Cc2ccccc2F)c2ccccc23)cc1 (stereo not drawn)
  -9%, -13%
CC1=C(C(=O)Nc2ccccc2)C(c2ccccc2Cl)n2ncc(C(=O)Nc3cccc(C)c3)c2N1 (stereo not drawn)
  7%, 1%
Cc1ccc(CNC(=O)c2c(O)nc3ccccn3c2=O)cc1
  0%, -1%
CN(C(=O)CSc1nnc(-c2ccccc2F)o1)C1(c2ccccc2Cl)CCCCC1=O (stereo not drawn)
  -2%, -9%
CCCNC(=O)C1CCC(Cn2c(=O)c3sccc3n(CC(=O)N(CC)CC)c2=O)CC1 (stereo not drawn)
  10%, 4%
CC(C)(C)NC(=O)NC(=O)Cn1c(=O)c2c(ncn2Cc2ccccc2)n(Cc2ccccc2)c1=O
  7%, -9%
CCOC(=O)c1cc2c(=O)n3ccccc3nc2n(CC2CCCO2)c1=NC(=O)c1ccc(C)cc1 (stereo not drawn)
  -16%, 44%[activator]
CCOC(=O)c1cc2cccc(C(C)C)c2[nH]1
  1%, 1%
Cc1ccc(CNC(=O)CC23CC4CC(CC(C4)C2)C3)cc1
  3%, 3%
CCOc1ccc(NC(=O)CN2C(=O)c3ccccc3Sc3ccc(C(=O)OC)cc32)cc1
  14%, 44%[activator]
N#Cc1cccc(NC(=S)NCc2ccccc2)c1
  6%, 0%
COc1ccccc1CNC(=O)C(=O)NCC(c1cccs1)S(=O)(=O)c1ccc(F)cc1 (stereo not drawn)
  ?, -1%
Clc1cccnc1SCc1cc(Cl)c2c(c1)OCCO2
  -6%, -14%
COc1ccc(Cl)cc1NC(=O)c1cc(S(=O)(=O)NC2CCCCCC2)ccc1F
  -3%, 16%
Cc1oc(-c2ccccc2Cl)nc1CS(=O)CC(=O)N1CCN(c2cccc(C(F)(F)F)c2)CC1 (stereo not drawn)
  -7%[57.5 µM], ?
Cc1cc(C)n2nc(N(Cc3cccc(C#N)c3)S(=O)(=O)c3ccccc3)nc2n1
  -7%, -13%
CCOc1ccc(S(=O)(=O)NCCO)c2ccccc12
  -4%, 3%
COc1cc(NC(=O)Cn2ncc3c(=O)oc4ccccc4c32)cc(OC)c1OC
  -2%, 12%
CCOc1ccc2nc(SCCNCCO)sc2c1
  0%, 0%
COC(=O)c1c(NC(=O)COc2ccccc2Cl)sc2c1CCC(C(C)(C)C)C2 (stereo not drawn)
  ?, ?
CCOc1ccc(NC(=O)Cn2c(=O)n(CCCC(=O)NCc3ccc4c(c3)OCO4)c(=O)c3ccccc32)cc1
  -3%, 6%

Other entries follow:
Each structure is followed by: UDG counter, AID inh
CCOC(=O)c1c(-c2ccccc2)oc2ccc(NS(=O)(=O)c3ccc(C(C)C)cc3)cc12
  ?, -18%
CCn1c(=O)c2sccc2n2c(CCCC(=O)N3CCN(c4cccc(Cl)c4)CC3)nnc12
  -4%, -4%
CCCN1CCN(CCCNC(=O)c2cc3c(=O)n(CC)c4ccccc4c3s2)CC1
  -8%, 3%
COc1cc(CN(C(=O)COc2ccc(C)cc2)c2ccccn2)cc(OC)c1OC
  8%, -26%
CN(C)S(=O)(=O)c1ccc2c(c1)N(CC(=O)NCc1ccc(F)cc1)C(=O)CS2
  0%, 7%
CC1(C)CC(NC(=O)/C=C/C(=O)NC2CC(C)(C)NC(C)(C)C2)CC(C)(C)N1
  2%, 9%
Cc1cccc(NC(=O)Cn2c(C(F)(F)F)nc3ccccc32)c1C
  -6%, 10%
COc1ccc(-c2cc(=O)oc3cc(OC(C)C(=O)O)ccc23)cc1 (stereo not drawn)
  -4%, -6%
CCc1ccccc1NC(=O)c1cc(S(=O)(=O)N2CCCC2)cn1C
  4%, -1%
Cc1ccc(S(=O)(=O)N2CCC(N3CCN(Cc4ccccc4)C(=O)C3=O)CC2)cc1C
  -10%, 2%
Nc1nccnc1C(=O)NCc1ccc(NC(=O)c2ccco2)cc1
  -1%, -12%
COc1ccc(Cn2c(C(=O)O)c(CNCc3ccc(SC)cc3)c3ccc(OC)cc32)cc1
  -13%, -11%
CCN1CCN(c2ccc(C(=O)OC)cc2NC(=O)COc2ccc(C(C)(C)C)cc2)CC1
  4%, -3%
CCN(c1ncnc2c1c(-c1ccccc1)cn2-c1ccccc1)C1CCCCC1
  -10%[57.5 µM], -26%
Cc1cccc(C(C)C)c1NC(=O)COc1ccc(C(=O)Nn2c(C)ccc2C)cc1
  3%, 3%
O=C(c1ccccc1)C1CCN(C(=O)/C=C/c2ccc(F)cc2)CC1
  -9%, -21%
COc1ccc(-c2ccc(NS(=O)(=O)c3cccc(C)c3)cc2)nn1
  6%, -18%
Cn1c(=O)n(C)c2cc(N3CCCC3)c(NC(=O)Nc3ccccc3)cc21
  -8%, ?
COc1ccc(Br)cc1C1N2CC3(C)CN1CC(C)(C2)C3=O (stereo not drawn)
  1%, 5%
Cc1ccc(NC(=O)c2nn(Cc3ccccc3)c(=O)c3ccccc23)cc1
  10%, -2%

An excerpt of these results, with tabs.
Compound	UDG counter	AID inh
Nc1cc(=O)[nH]c(SCc2c(Cl)cccc2Cl)n1	3%	-2%
CC(NC(=O)c1nccnc1N)c1cccs1 (stereo not drawn)	-5%	5%

Next results.
Each structure is followed by: UDG counter, AID inh
Cc1ccc2c(COC(=O)CCc3ccc4c(c3)OCO4)cc(=O)oc2c1
  -3%, -2%
O=C1CCCC2=C1C(c1ccsc1)CC(=O)N2c1ccccc1C(F)(F)F (stereo not drawn)
  0%, -6%
CC(NC(=O)CN(c1ccc(Cl)cc1Cl)S(=O)(=O)c1ccccc1)c1ccccc1 (stereo not drawn)
  ?, ?
Cn1c(Oc2ccc(Cl)cc2)nc2c1c(=O)n(Cc1ccc(F)cc1)c(=O)n2C
  -5%, 3%
CCS(=O)(=O)Nc1cccc(C2=NN(S(=O)(=O)c3ccccc3)C(c3ccccc3C)C2)c1 (stereo not drawn)
  -3%, 1%
Cn1c(SCC(=O)Nc2nncs2)nnc1C1CC1
  5%, 10%
O=C(CCc1c[nH]c2ccccc12)NCCSC(F)(F)F
  -2%, 3%
CCc1ccc(NC(=O)c2cc(-c3cccs3)on2)cc1
  -7%, 2%
CC(C)c1ccc(NC(=O)CN2C(=O)c3cccc4cccc2c34)cc1
  0%, 3%
CN(Cc1ccccc1NC(=O)Cc1ccc(C(F)(F)F)cc1)C1CCCCC1
  -5%, -20%
CCN1CCN(C(=O)Cn2ncc3c4ccccc4n(Cc4ccccc4F)c3c2=O)CC1
  -3%, -14%
COC(=O)c1cc(NCc2ccc(Cl)c(Cl)c2)ccc1N1CCOCC1
  -2%, 3%
Cc1nc(-n2nc(C)c(Cc3ccc4c(c3)OCO4)c2C)sc1C(=O)Nc1ccc(Cl)cc1
  5%, 4%
C=CCN(CC(N)=O)Cc1cccs1
  2%, -1%
Cc1ccc(-n2ncc(C(=O)NCCCN3CCN(C)CC3)c2C2CCN(C(=O)OC(C)(C)C)CC2)c(C)c1
  -6%, 4%
COc1cc(NC(=O)N(Cc2ccco2)C2CCN(C(C)=O)CC2)cc(OC)c1OC
  -13%, 27%
N#Cc1ccc(/C=C2\CSc3ccccc3C2=O)cc1
  -4%, ?
CCOc1cc(C2C(C(=O)Nc3ccc(OC)cc3)=C(C)Nc3nc(SC)nn32)ccc1O (stereo not drawn)
  10%, 32%[activator]
COc1cc(OC)c(NC(=O)CC(C)S(=O)(=O)c2ccc3c(c2)NC(=O)CO3)cc1Cl (stereo not drawn)
  -3%[57.5 µM], -4%

Some of the compounds tested (hit frequency here may not be typical).
